Screening results (PubChem)
GPR55 LPI antagonism: inhibition of LPI-stimulated GPR55 beta-arrestin translocation – imaging, U2OS, beta-arrestin-GFP, LPI agonist, primary screen (AID 2013) | U2OS GPR55 beta-arrestin-GFP translocation imaging, LPI antagonism; higher % means a stronger effect | one-dose inhibition, % at 10 µM; IC50 in µM for titrated hits | actives 0.13% (n = 290,000);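 active = spots per cell inhibited over 60%, with over 100 cells counted and total cytoplasm intensity under 500,000; inconclusive = wells with under 100 cells, flagged as likely toxic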;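 note: U2OS cells stably carrying GPR55 and arrestin-GFP stimulated by 5 µM LPI near EC80; imaged beta-arrestin-GFP aggregate spots per cell after agonist stimulation; plate controls were LPI-stimulated DMSO wells for no effect and DMSO wells without LPI for full effect; some results filed as inactive read as strong as hits; confirmed hits need IC50 under 10 µM and bright autofluorescent wells are also inconclusive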
Yfh1-depleted yeast: enhancers of respiration in Yfh1-depleted yeast, dose response, Friedreich's ataxia, plus single-dose screen (AID 1465). S. cerevisiae Yfh1-off respiration, WST-1 reduction, 72 h; higher fold induction means a stronger effect. fold induction at 50 µM, or EC50 in µM where a hit was titrated. actives 0.074% (n = 220,000);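 active = fold induction of absorbance versus untreated yeast above a set limit, then at least 30% activation at any dose in follow-up; inconclusive = repeats straddling the limit, or above it without dose testing; inactive = fold induction below the set limit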;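 note: activators that raise dye reduction in frataxin-depleted yeast; strong numbers were not always called active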
AID2073: disruptors of CaV2.2 binding to Mint1 – biochemical, HTRF (AID 2073); HTRF protein-protein interaction, Mint1-CaV2.2; higher % means a stronger effect; inhibition, % at 20 µM; hits with a dose series show IC50 in µM; actives 0.19% (n = 290,000); in the data active = inhibition mostly above about 51%, no sharp cut-off; inconclusive = no clear call, values can overlap the other calls; inactive = mostly below about 53%; note: some results filed as inactive read as strong as hits
GPR55 beta-arrestin: GPR55 agonists via beta-arrestin recruitment, primary screen, imaging, U2OS cells, beta-arrestin-GFP redistribution (AID 1961); U2OS GPR55 beta-arrestin-GFP redistribution imaging; higher % means a stronger effect; activation, % at 10 µM, or EC50 in µM where a hit was titrated; actives 0.048% (n = 290,000);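 active = activation above 40% with more than 50 cells counted in the well; inconclusive = wells holding fewer than 50 cells, flagged as toxic or sparse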;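 note: U2OS osteosarcoma cells stably expressing GPR55 and beta-arrestin-GFP; plate controls were DMSO negative control for no effect and LPI positive control for full effect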
NS5 inhibitors: Dengue-2 NS5 methyltransferase inhibitors, primary screen, biochemical, confirmation dose response (AID 588689) | Dengue-2 NS5 methyltransferase capping enzyme assay, biochemical; higher % means a stronger effect | inhibition, % at 25 µM, or IC50 in µM where a hit was titrated | actives 0.3% (n = 340,000); in the data active = a potency from the dose series; inconclusive = inhibition above about 29% without an active follow-up result
GPR35 antagonists: GPR35 antagonists blocking zaprinast-driven arrestin recruitment, primary screen, imaging, U2OS, beta-arrestin-GFP, zaprinast agonist (AID 2058); actives 0.052% (n = 290,000); inhibition, % at 10 µM; hits with a dose series show IC50 in µM; U2OS GPR35 beta-arrestin-GFP translocation imaging, zaprinast antagonism; higher % means a stronger effect;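 active = inhibition of at least 50% with at least 30 cells and total cytoplasm GFP at most 10,000,000; inconclusive = under 30 cells or total GFP of 10,000,000 plus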
MgcRacGAP inhibition: MgcRacGAP GTPase-activating activity inhibitors, confirmation, biochemical, ADP Hunter fluorescence; MgcRacGAP-stimulated Rac1 GTP hydrolysis, ADP Hunter fluorescence; higher % means a stronger effect; GST-tagged Rac1 F28L mutant substrate; one-dose inhibition, % at 30 µM; IC50 in µM for titrated hits; actives 0.6% (n = 340,000);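 active = first-screen hits whose inhibition reached a set limit at any dose in the follow-up dose series; inconclusive = inhibition above the set first-screen limit but never retested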;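 note: fluorescence reports GDP produced by GAP-driven GTP hydrolysis; strong numbers were not always called active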
NTR1 agonist: agonists of NTR1, primary screen, imaging, U2OS cells, beta-arrestin-GFP, high content (AID 493036) | NTR1-U2OS beta-arrestin-GFP spot imaging, agonist mode | activation, % at 20 µM | actives 0.17% (n = 330,000);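 active = activation at or above 40% of the spot to cytoplasm intensity ratio, with at least 20 cells analyzed; inconclusive = wells under 20 cells, flagged as cytotoxic or low count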;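 note: 0% = DMSO without peptide and 100% = 100 nM NTR1 peptide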
Target sequence (P30989 whole entry, looked up): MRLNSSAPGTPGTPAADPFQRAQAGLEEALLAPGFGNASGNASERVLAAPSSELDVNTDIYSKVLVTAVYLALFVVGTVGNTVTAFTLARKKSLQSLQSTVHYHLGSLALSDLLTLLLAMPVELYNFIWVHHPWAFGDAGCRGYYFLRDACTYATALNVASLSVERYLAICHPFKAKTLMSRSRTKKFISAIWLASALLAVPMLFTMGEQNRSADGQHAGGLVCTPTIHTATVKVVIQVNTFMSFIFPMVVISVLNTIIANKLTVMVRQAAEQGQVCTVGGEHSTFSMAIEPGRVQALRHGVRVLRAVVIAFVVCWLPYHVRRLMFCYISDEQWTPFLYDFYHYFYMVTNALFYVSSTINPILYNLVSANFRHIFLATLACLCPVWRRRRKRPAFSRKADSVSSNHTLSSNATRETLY
Large T inhibition: SV40 large T antigen inhibitors, biochemical (AID 1903). SV40 large T antigen ATPase/helicase inhibition assay; higher % means a stronger effect. inhibition, % at 20 µM; hits with a dose series show IC50 in µM. actives 0.39% (n = 310,000); in the data active = a potency from the dose series; inconclusive = inhibition mostly from about 32% at the one dose, without a potency; inactive = the rest, 99 in 100 with inhibition below about 32%; note: strong numbers were not always called active
NTR1 agonist cell count 20 µM: recorded beside NTR1 agonist, whose call it bears; cell count; measured here: cell count, cytotoxicity flag
NS5 inhibitors pilot replicate: further read-out of NS5 inhibitors, marked with its call; inhibition, %; measured here: pilot screen replicate inhibition
Numbers without * were called inactive; i = inactive; ? = inconclusive; nt = not tested or not shown; & = joins results of further samples.

SMILES	GPR55 LPI antagonism	Yfh1-depleted yeast	AID2073	GPR55 beta-arrestin	NS5 inhibitors	GPR35 antagonists	MgcRacGAP inhibition	NTR1 agonist	NTR1 agonist cell count 20 µM	Large T inhibition	others
COc1ccc(NC(=O)CSc2nnc(-c3ccncc3)o2)c([N+](=O)[O-])c1	11%	nt	-4%	-0.1%	-1%	-10%	7%	0.6	68	12%
O=C(Nc1cccc2ncccc12)c1ccc(Br)c([N+](=O)[O-])c1	22%	i	-7%	0.5%	-6%	-2%	9%	7.6	94	16%
COc1ccc(OC)c(S(=O)(=O)N2CCCCCC2)c1	4%	i	-4%	-0.2%	-2%	16%	8%	-1.6	24	6%
CCOC(=O)c1cc(-c2ccccc2)sc1NC(=S)Nc1cccc(C)n1	-3%	i	-12%	0.3%	-8%	10%	13%	25	46	-1%
O=S(=O)(c1cc(Br)c(Cl)s1)N1CCCC1	-5%	i	-12%	0.5%	nt	11%	nt	-0.1	47	3%
CCOC(=O)c1c(-c2cccs2)csc1NC(=O)C(C)(C)C	2%	i	0%	-0.1%	-4%	2%	3%	-0.1	92	29%	NS5 inhibitors pilot replicate=-0.6
CNC(=O)CSc1nc2ccccc2c(=O)n1CCc1ccccc1	-3%	nt	1%	-0.3%	-6%	0%	8%	0.3	60	22%
CCn1nnnc1SCC(=O)Nc1nc2ccccc2s1	-6%	i	0%	0.6%	3%	7%	-13%	1.2	71	nt
O=C(C[n+]1cccc(CO)c1)Nc1nc2ccccc2s1	11%	i	-6%	-0.1%	-9%	18%	3%	0.9	47	5%
Cc1nc2ccccc2nc1N1CCCC1	-13%	i	-8%	0.4%	-4%	13%	9%	1.8	68	-10%
CCCCNC(=S)N(C)/N=C/c1ccc(OCC(=O)Nc2c(C)cc(C)cc2C)c(OC)c1	-4%	i	3%	-0.6%	-3%	-8%	2%	0.9	64	-1%
Cc1[nH]c(C)c(S(=O)(=O)NCc2ccc(OC(C)C)cc2)c1C(=O)N1CCCC1	2%	nt	6%	0.2%	6%	2%	4%	-0.5	45	7%
O=C1/C(=C/c2ccc(N3CCOCC3)o2)SC(=Nc2ccccc2)N1CCc1c[nH]c2ccccc12	?	i	-2%	0.3%	?	?	28%	-2.5	36	-2%
COc1ccc(NC(=O)Cc2csc(NC(=O)Nc3ccccc3OC)n2)c(OC)c1	nt	nt	nt	nt	-4%	nt	7%	5.9	49	7%
CCOC(=O)N1CCC(NC(=O)c2ccc(CS(=O)(=O)c3ccccc3C)o2)CC1	0%	i	-6%	-0.2%	0%	4%	0%	-1.6	92	-2%&4%
COc1ccc(Cc2nnnn2CC(=O)O)cc1	0%	i	-2%	-0.2%	3%	14%	13%	1.3	36	-2%
Cc1n[nH]c(=O)n1-c1ccc(Oc2ccccc2)cc1	-8%	i	-10%	-0.2%	-2%	-9%	5%	-0.5	83	-3%
CCCCn1c(SCC(=O)NCC2CCCO2)nc2ccc(N3CCOCC3)cc2c1=O (stereo unspecified)	-3%	i	26%	-0.1%	10%	-3%	6%	1.4	77	10%	NS5 inhibitors pilot replicate=-0.3
C/C(=N\NC(=O)c1cccs1)c1ccncc1	-6%	nt	-3%	-0.1%	3%	2%	7%	-1.4	75	8%
Cc1ccc2c(c1)C1CCCC3C1N2CC(=O)N3Cc1ccccc1 (stereo unspecified)	-1%	i	2%	-0.2%	nt	-6%	nt	1.9	54	1%
O=C(O)CN1C(=O)/C(=C\c2ccc(OC(=O)c3ccco3)cc2)SC1=S	-5%	nt	-25%	-0.3%	-45%	1%	?	-0.9	52	22%
CCN(C(=O)c1ccc2c(OC)n(CC)nc2c1)c1ccc(OC)cc1	3%	i	17%	0.3%	-6%	-4%	12%	-3.2	57	-1%
O=C(Nc1cccc(S(=O)(=O)N2CCOCC2)c1)c1cc2c(s1)CCC2	0%	i	0%	0.0%	-1%	-6%	10%	3.3	83	6%	NS5 inhibitors pilot replicate=-0.3
N#C/C(C(=O)NCc1ccccc1)=C1\SC(CCO)C(=O)N1c1ccccc1 (stereo unspecified)	-6%	i	4%	-0.3%	-4%	3%	2%	1.2	59	2%
CCOC(=O)CSc1ncc(-c2cccc(Cl)c2)cn1	6%	i	0%	-0.2%	-2%	5%	2%	-1.6	46	1%
COc1ccc2cc3cc(C(=O)NCCN4CCN(Cc5ccccc5)CC4)oc3nc2c1	8%	i	21%	0.5%	-2%	14%	13%	-1.1	53	12%
COc1ccc(Cl)cc1NC(=O)C1Cc2ccccc2CN1S(C)(=O)=O (stereo unspecified)	1%	nt	28%	-0.2%	0%	-3%	0%	-0.8	60	-2%
C/C(=N\NC(=O)c1cccnc1)c1ccc(C)c([N+](=O)[O-])c1	4%	i	-6%	0.5%	-7%	2%	7%	0.4	42	-1%
Cc1cc(C)c(NC(=O)CN2CCN(c3ccccn3)CC2)c(C)c1	4%	nt	-1%	-0.3%	0%	11%	4%	3.4	50	5%
CCOc1cc(-n2ncc(C#N)c2N)nc(SC)n1	6%	i	4%	0.1%	-4%	-5%	11%	0.9	79	5%
O=C(c1ccc(CS(=O)(=O)c2ccc(Br)cc2)o1)N1CCCCCC1	8%	i	3%	-0.1%	0%	7%	1%	-1.0	59	-1%
CC1CC1C(=O)N(CCC1=CCCCC1)c1c(N)n(Cc2ccccc2)c(=O)[nH]c1=O (stereo unspecified)	nt	nt	nt	nt	6%	nt	8%	0.8	53	19%
COc1ccc(Cc2nnc3n2N=C(c2cc4ccccc4o2)CS3)cc1OC	nt	i	nt	nt	-3%	nt	3%	-0.2	88	nt
COC(=O)c1ccc(CSc2ccc3nnc(-c4ccc(OC)cc4)n3n2)o1	2%	i	9%	0.1%	nt	-6%	nt	0.9	99	9%
C/C(=N\Nc1ccc(Cl)c(C(=O)O)c1)c1cccc([N+](=O)[O-])c1	-5%	i	-3%	0.3%	12%	9%	-1%	2.0	53	-4%
O=C(c1ccc2c(c1)OCO2)N1CCN(c2cccc(C(F)(F)F)c2)CC1	-12%	nt	14%	-0.1%	-10%	13%	-1%	1.3	38	7%
CCn1ncc(NC(=S)NCCc2ccc(OC)c(OC)c2)c1C(N)=O	-11%	i	-18%	-0.2%	5%	2%	2%	2.5	38	10%
CCCN1CCN(CCCNC(=O)c2ccc3c(Cl)c4c(nc3c2)CCCC4)CC1	6%	nt	-1%	-0.2%	-3%	20%	19%	0.0	77	-2%
Cc1ccc2c(c1)N(C(C)C(=O)NCc1ccc3c(c1)OCO3)C(=O)CO2 (stereo unspecified)	-5%	i	-7%	-0.1%	-2%	-3%	11%	0.4	53	10%
COc1ccc(C2C/C(=N\O)C(C)(C)O2)cc1 (stereo unspecified)	-4%	i	-9%	-0.2%	-1%	-6%	-2%	-1.5	82	9%
Cc1ccc(CNC(=O)c2ccccc2NS(C)(=O)=O)cc1	6%	i	17%	-0.1%	-4%	-11%	3%	-1.5	57	3%
COc1ccc(-n2ncc3c2CC(C)(C)CC3NC(=O)c2cn[nH]c2)cc1 (stereo unspecified)	-12%	nt	1%	-0.1%	2%	-2%	5%	-0.6	54	11%
CCOC(=O)C1CCN(C(=O)c2ccc(OCC(=O)N3CCOCC3)c(OC)c2)CC1	nt	nt	nt	nt	-7%	nt	7%	0.5	42	4%
COc1ccc(/C=N/c2oc(-c3ccccc3)cc2C#N)cc1	-4%	i	36%	0.2%	2%	3%	13%	-1.0	52	10%
CCC(C)NC(=O)Cc1cn(C)c2ccccc12 (stereo unspecified)	-4%	i	14%	-0.1%	3%	7%	5%	1.7	87	7%
O=C(CN1C(=O)NC2(CCCC2)C1=O)Nc1ccccc1F	16%	i	2%	0.0%	-3%	-3%	11%	0.6	65	14%
O=C(NN=C1CCCCCCCCCCC1)c1ccncc1	-14%	i	-11%	-0.3%	-3%	5%	-1%	0.2	87	18%
O=S(=O)(NCc1ccccc1)c1cccs1	7%	i	-4%	-0.1%	3%	1%	12%	0.1	49	15%
Cc1ccc(-c2cc(C(=O)N/N=C/c3c(C)nn(-c4ccccc4)c3C)n[nH]2)s1	-20%	i	2%	-0.5%	-4%	-7%	3%	nt	nt	6%
CCCCN(CC)CCCNC(=O)c1ccc2c(c1)N(CC)C(=O)c1ccccc1S2(=O)=O	55%	nt	-8%	-0.1%	0%	11%	6%	-1.4	95	6%
CNC(=S)NNc1nc(C)cc(C)n1	9%	i	4%	0.1%	-5%	-7%	5%	1.0	52	0%
CN(C)CCCNS(=O)(=O)c1cc(Cl)c(Cl)cc1Cl	12%	i	-4%	0.2%	-12%	9%	14%	-1.3	42	6%
Cc1ccc(Nc2nc(N)nc(CN3CCN(c4ccccc4)CC3)n2)cc1Cl	-3%	i	4%	-0.4%	-5%	5%	1%	17	92	10%
COc1ccc(-c2nn(-c3ccccc3)cc2/C=C\C(=O)Nc2ccc(C(=O)O)cc2)cc1	-6%	i	46%	-0.1%	nt	9%	nt	1.1	21	14%
CCOc1ccccc1OCC(=O)NN1Cc2ccccc2C1=N	-8%	i	9%	-0.2%	-3%	2%	9%	-2.4	64	-1%
CCCCN(CC)CCCNC(=O)Cn1nc(Cc2ccncc2)c2ccccc2c1=O	4%	i	9%	0.2%	-1%	6%	12%	0.3	74	-2%
CCOC(=O)Cc1csc(NC(=O)Cc2ccc(Cl)cc2)n1	-3%	i	-16%	0.7%	2%	-1%	9%	1.6	32	1%
CC(C)OC(=O)C(CC(=O)O)N1CCOCC1 (stereo unspecified)	0%	i	28%	-0.1%	-5%	3%	10%	-1.4	44	5%
CCOC(=O)c1sc(SCC(=O)Nc2ccc(N(C)C)cc2)nc1N	11%	i	-37%	-0.2%	6%	0%	?	3.6	56	?
O=C(CCC1CCCC1)NCCS(=O)(=O)N1CCN(c2ccc(F)cc2)CC1	nt	nt	nt	nt	-11%	nt	22%	1.0	57	1%
COc1ccc(NC(=O)CSc2nc(C)cc(C)n2)cc1	11%	i	2%	0.0%	-6%	6%	9%	0.3	28	6%
Cc1ccc(C)c(-c2nnc(NC(=O)Cc3ccccc3)o2)c1	-18%	nt	6%	1.0%	4%	-6%	-9%	4.2	61	-4%
Cc1cccc2[nH]c(CN(C)C(=O)C3CCC(=O)N(C4CC4)C3)nc12 (stereo unspecified)	0%	nt	-1%	0.3%	-6%	5%	-2%	0.4	64	11%
